# ROC1-CUL1 inh: human ROC1-CUL1 E3 ligase inhibition; P62877+Q13616; in vitro K48 di-Ub FRET, acceptor:donor ratio, 45 min; inhibition, % at 10 µM; 140,000 compounds, 0.6% hits; AID 1347404; in the data active means inhibition above about 25%
# Target sequence (P62877 whole entry, looked up): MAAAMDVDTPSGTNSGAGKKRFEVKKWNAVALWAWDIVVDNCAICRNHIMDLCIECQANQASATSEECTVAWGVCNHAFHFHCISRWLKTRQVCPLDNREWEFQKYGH
# Target sequence (Q13616 whole entry, looked up): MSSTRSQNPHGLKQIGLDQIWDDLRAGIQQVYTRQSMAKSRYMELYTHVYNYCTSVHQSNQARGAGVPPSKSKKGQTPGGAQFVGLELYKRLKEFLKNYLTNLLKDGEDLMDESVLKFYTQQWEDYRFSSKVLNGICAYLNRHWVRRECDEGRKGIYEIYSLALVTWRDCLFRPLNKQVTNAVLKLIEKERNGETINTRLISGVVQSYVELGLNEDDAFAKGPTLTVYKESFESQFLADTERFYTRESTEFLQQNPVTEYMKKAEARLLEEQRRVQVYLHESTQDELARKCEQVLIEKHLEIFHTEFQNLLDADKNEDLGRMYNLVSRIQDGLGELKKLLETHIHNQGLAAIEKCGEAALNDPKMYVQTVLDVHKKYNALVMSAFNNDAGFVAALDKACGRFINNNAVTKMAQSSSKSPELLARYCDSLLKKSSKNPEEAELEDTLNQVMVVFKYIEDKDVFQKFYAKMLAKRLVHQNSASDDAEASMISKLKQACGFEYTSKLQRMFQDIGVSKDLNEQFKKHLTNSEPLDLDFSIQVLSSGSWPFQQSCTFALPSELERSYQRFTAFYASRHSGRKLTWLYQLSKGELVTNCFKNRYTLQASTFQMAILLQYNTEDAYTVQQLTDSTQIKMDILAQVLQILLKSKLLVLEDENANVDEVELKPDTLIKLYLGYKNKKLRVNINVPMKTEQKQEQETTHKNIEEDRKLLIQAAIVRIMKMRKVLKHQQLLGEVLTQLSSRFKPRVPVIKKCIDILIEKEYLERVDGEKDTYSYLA
# Numbers without * were called inactive. An excerpt; rates above refer to the full screens.
SMILES,ROC1-CUL1 inh
Cc1ccc(NC(=O)CSCc2ccc(F)cc2)cc1,-4
COc1ccc(C(C)C)cc1S(=O)(=O)NCC1CCCO1 (configuration not stated),7
Nc1nc(SCCCC(=O)NCCCO)nc2sc3c(c12)CCCC3,8
Cc1n[nH]c(C)c1S(=O)(=O)N1CCC(C2CCN(CC(C)C)CC2)C1 (configuration not stated),2
CCOc1ccccc1CNC(=O)c1ccc2c(c1)nc1n2CCCCC1,-6
Cc1ccc(CNc2ccc(C(=O)N3CCC(Oc4cccnc4)CC3)cn2)o1,6
O=C(Nc1cccc(C(F)(F)F)c1)N1CCC(CN2CCCCCC2)CC1,2
CCN1CCN(C(=O)Cn2ncc3c4ccccc4n(Cc4ccccc4)c3c2=O)CC1,-1
CC(=O)c1cccc(NC(=O)Cn2cnc3c2c(=O)n(C)c(=O)n3C)c1,-2
Cc1ccccc1CCN1CCCC(CN(C)C(=O)CN2CCC(O)CC2)C1 (configuration not stated),1
COCCN1CCCC(CNc2nc3nonc3nc2NC2CC2)C1 (configuration not stated),1
CCc1nn(Cc2c(C)cc(C)cc2C)c(=O)c2cc3cc(C)ccc3n12,-5
Cc1cc(-c2ccnc(-n3ncc(C(=O)N4CCN(c5ccccc5O)CC4)c3C)n2)c(C)s1,-2
COc1ccc(Cn2cc(C(=O)N(C)Cc3nonc3C)nn2)cc1,3
O=C(NC12CC3CC(CC(C3)C1)C2)c1ccccc1O,3

# Exported with values ahead of the structure: entries from further up
ROC1-CUL1 inh	mol
8	Nc1nc(SCCCC(=O)NCCCO)nc2sc3c(c12)CCCC3
2	Cc1n[nH]c(C)c1S(=O)(=O)N1CCC(C2CCN(CC(C)C)CC2)C1 (configuration not stated)

# Given with the structure last: entries from further up
ROC1-CUL1 inh	SMILES
6	Cc1ccc(CNc2ccc(C(=O)N3CCC(Oc4cccnc4)CC3)cn2)o1
2	O=C(Nc1cccc(C(F)(F)F)c1)N1CCC(CN2CCCCCC2)CC1
-1	CCN1CCN(C(=O)Cn2ncc3c4ccccc4n(Cc4ccccc4)c3c2=O)CC1
-2	CC(=O)c1cccc(NC(=O)Cn2cnc3c2c(=O)n(C)c(=O)n3C)c1
1	Cc1ccccc1CCN1CCCC(CN(C)C(=O)CN2CCC(O)CC2)C1 (configuration not stated)
1	COCCN1CCCC(CNc2nc3nonc3nc2NC2CC2)C1 (configuration not stated)

# New compounds follow:
SMILES,ROC1-CUL1 inh
CCn1c(=O)c2sccc2n2c(CCC(=O)Nc3cc(C)cc(C)c3)nnc12,-8
CCC(C)(C)C(=O)N1CCN(c2ccccc2)CC1,7
C/C(=N/NC(N)=O)c1cc(C)ccc1Sc1ccccc1,-8
c1cnc(-n2cccc2CNC2COc3ccccc3C2)nc1 (configuration not stated),-4
CC(=O)N1CCc2cc(S(=O)(=O)NC(Cc3ccccc3)C(=O)Nc3cccc(C)c3)ccc21 (configuration not stated),-3
Cc1[nH]nc2c1C(c1c(OC(=O)N3CCOCC3)ccc3ccccc13)C(C#N)C(=N)O2 (configuration not stated),0
CCOC(=O)C(C(C)C)N1C(=O)C2C3CCC(C3)C2C1=O (configuration not stated),4
CCOC(=O)c1c(-c2ccccc2)csc1NC(=O)c1cc(-c2cccc(OC)c2)on1,-4
CCn1c2ccccc2c2cc(CN3CCN(Cc4ccc(Br)cc4)CC3)ccc21,-1
CCOC(=O)C1(C/C=C/c2ccccc2)CCCN(C(=O)c2csnn2)C1 (configuration not stated),1
CCOC(=O)N1CCN(C(=O)C2CCN(S(C)(=O)=O)CC2)CC1,1
C=CCc1cccc(C=Nc2cc(Br)ccc2O)c1O,-3
COc1ccccc1CNc1nc2c(S(=O)(=O)c3ccccc3)nnn2c2ccc(Cl)cc12,-2
CCCCOc1ccc(CN2C(=O)C(=O)c3cc(Br)cc(C)c32)cc1OC,-1
CCCCc1ccc(NC(=O)c2c(CC)noc2C)cc1,4
CCCNC(=O)C1CCC(Cn2c(=O)c3sccc3n(CC(=O)N3CCCC3)c2=O)CC1 (configuration not stated),-4
COc1ccc(C2c3c(oc4ccccc4c3=O)C(=O)N2c2nc(C)c(C)s2)cc1 (configuration not stated),8
CCNS(=O)(=O)c1ccc(NC(=O)Cc2cccs2)cc1,7
CCc1ccc(N2C(=O)c3sc4nncc(=O)n4c3C2=O)cc1,2
O=C(c1coc(COc2ccc(F)cc2Cl)n1)N1CCSCC1,-1
CCOc1ccc(NC(=O)c2nn(C)c3c2COc2ccccc2-3)cc1,0
Nc1nnc(-c2ccccc2F)s1,8
COc1ccc2c(c1)SCC1=C2CCC2(C)C(=O)CCCC12 (configuration not stated),7
O=C(CN1CCN(c2ccc(Cl)cc2)CC1)Nc1ccc(OC(F)(F)Cl)cc1,-19
COc1ccc(N2CC(C(=O)O)CC2=O)c(OC)c1 (configuration not stated),9
CC(=O)Nc1ccc(OC(=O)c2cccc3ccccc23)cc1,-1
COc1ccc(Cl)cc1NC(=O)CSc1nnc2[nH]c(=O)cc(-c3ccccc3)n12,6
COc1ccc(-n2ncc(C(=O)N3CCN(c4ncccn4)CC3)c2C2CCN(C(=O)OC(C)(C)C)CC2)cc1,-10
CC(=O)N1CCCc2cc(S(=O)(=O)NCc3ccc(OC(C)C)cc3)ccc21,-1
COc1cc(Br)c(S(=O)(=O)NCCc2ccccc2)cc1OC,-1
COc1cccc(NC(=O)c2cn(C3CCCCC3)c(=O)c3c2c2ccccc2n3C)c1,-4
CC(=O)n1nc2c(c1C)-c1nc3ccccc3nc1C(C)(C)C2,-3
CCOC(=O)c1c(C)oc2nc(C)nc(Nc3ccc(CC)cc3)c12,5
CCOC(=O)c1ccc(NC(=O)CCN2C(=O)/C(=C\c3ccc(F)cc3)SC2=S)cc1,5
CCCC(=O)Nc1ccc2c(c1)C(=O)N(CCC(=O)O)C2=O,8
Cc1ccc(C(C)NC(=O)C2CCCC2)cc1C (configuration not stated),-6
CC(NC(=O)c1cc2cc(Cl)ccc2oc1=O)C1CCCO1 (configuration not stated),-4
COc1ccccc1NC(=O)CSc1nnc(COc2ccccc2C)o1,-10
O=C1NC(CCSc2nc3ccccc3s2)Oc2ccccc21 (configuration not stated),-3
Cc1nc(-c2ccccc2)nc(N2CCOCC2)c1C#N,17
CCCOc1ccc(NC(=O)CC2C(=O)N(c3ccc(Cl)cc3)C(=S)N2NC(=O)c2cccc(OC)c2)cc1 (configuration not stated),10
O=C(Nc1ccccc1OCc1ccccc1)C1CC1,6
O=C(CN1C(=O)c2cccnc2C1=O)c1ccccc1,-2
CC1(C)OC(c2ccccc2)=C/C(=C\C=C(C#N)C#N)O1,1
Cn1c(=O)c2nc(-c3ccccc3)c(=O)n(C)c2n(C)c1=O,-6
CC(C)c1ccc2c(c1)C(N1CCN(CCCC(=O)c3ccc(F)cc3)CC1)Cc1ccc(F)cc1S2 (configuration not stated),0
CCCCC(=O)C1C(=O)CC(C)(C)CC1=NC(C)C (configuration not stated),10
Cc1ccc(N2C(=O)CC(Sc3ccccc3N)C2=O)cc1C (configuration not stated),-5
C=CCN1C(=O)/C(=C\c2cccc(C)n2)SC1=S,4
COc1ccccc1NC(=O)Nc1ccnn1C1CCN(Cc2cnn(C(C)C)c2)CC1,2
COc1ccc(CCNC(=O)c2cc(Nc3cc(C)cc(C)c3)nc3ccccc23)cc1OC,-7
COc1ccccc1CCNC(=O)C(=O)NCC(c1ccco1)S(=O)(=O)c1ccc(C)cc1 (configuration not stated),0
CC(C)n1cc(CN2CCCC2C(=O)Nc2ccccc2Oc2cccnc2)cn1 (configuration not stated),0
N#CC1C(=N)Oc2cc(O)ccc2C1c1ccncc1 (configuration not stated),7
O=C(CCCc1ccccc1)Nc1ccnn1C1CCN(Cc2ccn[nH]2)CC1,1
CCCCCCc1cc2c(=O)c(Oc3cc(C)cc(C)c3)c(C(F)(F)F)oc2cc1OC(=O)c1cccs1,-7
COc1cc(CC2(CCC(=O)NCC3CCCCC3)CCC(=O)N2)ccc1F (configuration not stated),-6
Cc1ccc(C2C(=O)C(=O)N(c3cccc(C(F)(F)F)c3)C2C(=O)c2ccc(F)cc2)cc1 (configuration not stated),19
CC(C)c1ccc(C2C(C)C(NCCCN3CCN(c4ccccc4F)CC3)NS2(=O)=O)cc1 (configuration not stated),-1
CCc1cccc(NC(=O)c2ccc3c(c2)c(C)c(C)n3Cc2ccc(F)cc2)c1,-4
# Other entries.
SMILES,ROC1-CUL1 inh
COc1cc([N+](=O)[O-])ccc1N=CC1C(=O)N(CCc2ccccc2)C(=O)N(C(C)C)C1=O (configuration not stated),-1
CCOc1cccc(-c2n[nH]c(=S)n2CC)c1,-3
O=C(c1ccc(C2CCCN2C(=O)CC2=CCCCC2)s1)N1CCOCC1 (configuration not stated),-16
COc1cccc(C2CC(=O)Nc3cc(OC)c(OC)c(OC)c32)c1OC(C)C (configuration not stated),0
OC(c1ccccc1)c1cn[nH]c1 (configuration not stated),-6
COc1ccc(NC(=O)COc2ccc(S(=O)(=O)NC3CCCCC3)cc2)c(OC)c1,-3
CCOc1ccccc1NC(=O)Cc1cccc(C)c1,7
COc1cc(C2CC(=O)NC3=C2C(=O)CC(C)(C)C3)cc(OC)c1O (configuration not stated),5
CC(=O)N1CCCc2cc(S(=O)(=O)Nc3ccc(C)c(F)c3)ccc21,0
COc1cccc(C(=O)N2CCC3(CC2)OCCO3)c1OC,3
O=S(=O)(c1ccc(-c2ccc(Cl)cc2)cc1)N1CCCCCC1,-5
COc1cc(/C=N/NC(=O)COc2c(C)cccc2C)ccc1OCc1cccc(F)c1,7
Cc1ccc2c(c1)CN(C(=O)CSc1ccccn1)CC(c1ccsc1)O2 (configuration not stated),7
O=C(CCc1nnc(-c2ccc3c(c2)OCO3)o1)N1CCCCCCC1,-6
CCN1CCN(C2(C(=O)N(C)Cc3ccc(C)o3)Cc3ccccc3C2)CC1,-9
COc1ccc(S(=O)(=O)N(Cc2nc(-c3ccccc3)no2)C2CCCCC2)cc1,3
Nn1c(SCC(=O)Nc2ccccc2F)nnc1-c1ccc(Cl)cc1Cl,-3
Cc1ccc(C)c(OCc2cc(C(=O)N3CCCC4(CCCN(C)C4)C3)no2)c1 (configuration not stated),-4
CC(C)n1cc(C(=O)NC2CCCCCC2)c(=O)c(C(=O)N2CCSCC2)c1,1
Cc1ccccc1NC(=O)Cc1cccc(C(F)(F)F)c1,0
NS(=O)(=O)c1ccc(CCNC(=O)C2COc3ccccc3C2)cc1 (configuration not stated),-4
COc1ccc(OCCSc2nc3ccccc3n2CCO)cc1,6
COc1ccc(-c2cc(-c3ccccc3)nc3sc4c(c23)NC(=O)C(Br)C4=O)cc1 (configuration not stated),-3
Cc1ccc(S(=O)(=O)Nc2ccccc2C(C)(C)C)cc1,2
CSC1=NC(=Nc2cccc(Cl)c2)C2(CCCC2)N1c1ccccc1C,4
COc1ccc(S(=O)(=O)N(CC(=O)N2CCCCCC2)c2ccc(C)cc2)cc1,3
Cc1ccc2c(c1)c1c(c(=O)n(-c3ccccc3)c(=O)n1CC(=O)NCCC1=CCCCC1)n2C,2
CC1CCN(S(=O)(=O)c2ccc(C(=O)OCC(=O)c3ccccc3)cc2)CC1,-1
Cc1nn(C)c(C)c1CN(C)S(=O)(=O)c1c(C)c(C)c(C)c(C)c1C,3
COc1ccc(OC)c(CNS(=O)(=O)c2ccc(-c3cc(C(F)(F)F)on3)s2)c1,-2

# 3 compounds out of the list above, ordered by the value under ROC1-CUL1 inh, descending.
SMILES,ROC1-CUL1 inh
Cc1ccc2c(c1)c1c(c(=O)n(-c3ccccc3)c(=O)n1CC(=O)NCCC1=CCCCC1)n2C,2
CC(C)n1cc(C(=O)NC2CCCCCC2)c(=O)c(C(=O)N2CCSCC2)c1,1
COc1ccc(-c2cc(-c3ccccc3)nc3sc4c(c23)NC(=O)C(Br)C4=O)cc1 (configuration not stated),-3

# (continued)
SMILES,ROC1-CUL1 inh
COc1ccccc1N1CCN(C(=O)c2cc3n(n2)C(C(F)(F)F)CC(c2ccc(Cl)c(Cl)c2)N3)CC1 (configuration not stated),4
NC(=O)CC(C(=O)O)N1C(=O)/C(=C/c2cccc(Br)c2)SC1=S (configuration not stated),33*
CCOC1=C(C)C(=O)C12O[C@@H](C)C(c1ccccc1)(c1ccccc1)O2 (some centres not stated),-9
CCC1(C2CCN(C(=O)Cc3ccc(OC)cc3)CC2)NC(=O)N(Cc2ccc3c(c2)OCO3)C1=O (configuration not stated),14
O=C(NCNC(Cc1ccccc1)C(=O)NCc1ccccc1)c1cccnc1 (configuration not stated),5
COCCCNC(=O)c1cnc2sc(N3CCCCCC3)nn2c1=O,-7
COc1ccccc1NC(=O)C(C)n1nc(C)c([N+](=O)[O-])c1C (configuration not stated),1
COC(=O)c1ccc(CNCCC2CCC(=O)N2CCn2cncn2)cc1 (configuration not stated),-1
CCN(CCOC)c1ccc(-c2nc(Cc3ccccc3)no2)cn1,0
Cc1ccc(C)c(N2CCN(C(=O)Cn3cnc4onc(-c5ccc(F)cc5)c4c3=O)CC2)c1,-5
Cc1cc(C)cc(NCc2nnc3n2CCCCC3)c1,-4
Cn1ncc(N2CCC(CNC(=O)c3nc4c(s3)CCCC4)C2)cc1=O (configuration not stated),-2
Cc1cc(NC(=O)CSc2ncc(C(=O)Nc3ccc(F)cc3)c(=O)n2C)no1,1
COCC(=O)N1CCC(Oc2ccc(C(=O)N[C@H](C(=O)OC)C(C)C)cc2)CC1,6
Cc1ccc2[nH]c3nc(SCC(=O)OC4CCCCC4)nnc3c2c1,1
O=C(c1ccccc1)N1C(=O)C(c2ccccc2)Oc2ccccc21 (configuration not stated),-3
O=C(NCCCCCCNC(=O)c1cccs1)c1cccs1,-2
O=S1(=O)CCCN1CCOc1ccccc1,-3
CC(=O)OC1CC2CCCCC2(C)C2CC(O)C(C)(C3SCCS3)CC12 (configuration not stated),7
CCOC(=O)c1c(-c2ccc(C)cc2)csc1NC(=O)c1cc(=O)c2cc(C)c(C)cc2o1,-5
O=C1N=C(N2CCCC2)S/C1=C(/C=C(\CC(=O)c1ccc(F)cc1)c1ccccc1)c1ccc(F)cc1,3

# Exported with bars between the fields: part of the list above
Compound | ROC1-CUL1 inh
O=C(NCCCCCCNC(=O)c1cccs1)c1cccs1 | -2
O=S1(=O)CCCN1CCOc1ccccc1 | -3
CC(=O)OC1CC2CCCCC2(C)C2CC(O)C(C)(C3SCCS3)CC12 (configuration not stated) | 7
CCOC(=O)c1c(-c2ccc(C)cc2)csc1NC(=O)c1cc(=O)c2cc(C)c(C)cc2o1 | -5
O=C1N=C(N2CCCC2)S/C1=C(/C=C(\CC(=O)c1ccc(F)cc1)c1ccccc1)c1ccc(F)cc1 | 3

# From PubChem
